Screens: PubChem BioAssay, Sanford-Burnham Center for Chemical Genomics
Scp-1 inhibitor: Scp-1 phosphatase inhibitors, primary screen, biochemical, colorimetric, uHTS | Carboxy-terminal domain RNA polymerase II polypeptide A small phosphatase 1 (Homo … | Recombinant Scp1, phosphopeptide, malachite green phosphate absorbance | inhibition, % at 20 µM | hit rate 0.88% among 340,000 | AID 493091, 2011;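 active = inhibition above about 50% at 20 µM, limit read from the data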;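 also: plate controls were DMSO wells with enzyme for no effect and wells lacking enzyme for full effect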
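Test system – truncated SCP-1 phosphatase (76-261aa) · Reagent – Phosphorylated 17-residue peptide substrate · Incubation – 45 min room-temperature reaction, 5 min colour, 30 min stabiliser · Detection – colorimetric phosphate reagent with accelerator and stabiliser, absorbance at 630 nm · Measure – % inhibition at 20 µM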
STEP inh: STEP phosphatase inhibitors, primary screen, biochemical, fluorescence intensity, uHTS. hit rate 0.25% among 360,000. Tyrosine-protein phosphatase non-receptor type 5 (Homo sapiens), P54829. recombinant STEP, OMFP fluorogenic substrate. inhibition, % at 20 µM. AID 588621, 2011;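 active = inhibition at 20 µM, scaled per plate between control wells, above about 37%, limit read from the data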;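 also: 0% = DMSO with enzyme and substrate and 100% = substrate only without enzyme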
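Test system: STEP tyrosine phosphatase / Reagent: OMFP at 25 µM / Doses: 20 µM, 1% DMSO / Read-out: percent inhibition scaled to no-enzyme and uninhibited-enzyme controls, plate-pattern corrected / Detection: FITC-channel fluorescence of OMFP product / Medium: Bis-Tris buffer pH 6.0, 2.5 mM DTT, 0.005% Tween 20 / Schedule: 20 min at room temperature, dark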
DNMT1 inh: human DNMT1 methyltransferase inhibitors, primary screen, biochemical, molecular beacon, fluorescence, HinP1I cleavage, uHTS | DNA (cytosine-5)-methyltransferase 1 (Homo sapiens), P26358 | inhibition (reported as % activation of signal), % at 10 µM | hit rate 0.83% among 360,000 | AID 588458, 2011; in the data active = inhibition above about 50%
MT1-MMP act inh: blockers of MT1-MMP proenzyme processing, primary screen, HT1080 RFP-PRO-GFP cells, GFP/RFP fluorescence; GFP/RFP ratio fluorescence, overnight; percent of plate control window, DMSO zero; GFP/RFP ratio change, % at 20 µM; hit rate 0.061% among 360,000; AID 651647, 2012;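 active = GFP/RFP ratio change of at least 30% with cell ATP level not reduced by more than half and red fluorescence within 50% of control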; also: strong numbers were not always called active
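Material – HT1080 RFP-PRO-GFP cells · Control set – DMSO wells and RFP-L50D-GFP cells · Incubation – overnight cell settling, then overnight compound exposure, 37 °C, 5% CO2 · Compound dosing – single-point 20 µM compound, 1% DMSO · Read-out – GFP/RFP fluorescence ratio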
SUMO1-SIM PPI: modulators of SUMO1 protein-protein interactions, primary screen, biochemical, uHTS | Small ubiquitin-related modifier 1 (Homo sapiens), P63165 | SUMO1 binding to a labelled peptide, TR-FRET, 1 h | inhibition, % at 20 µM | hit rate 0.33% among 360,000 | AID 602429, 2012; in the data active = inhibition above about 37%
Rpn11 block: Rpn11 (PSMD14) deubiquitinase inhibitors, primary screen, biochemical, fluorescence polarization, uHTS | hit rate 0.59% among 360,000 | calls only at 20 µM | human 26S proteasome, Ub4-pepOG fluorescence polarization; 20S core pre-blocked with epoxomicin;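 active = inhibition at 20 µM, scaled to each plate's controls, above about 33%, limit read from the data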
LMPTP inh: LMPTP phosphatase inhibitors, primary screen, biochemical, fluorescence intensity, uHTS. hit rate 0.22% among 360,000. recombinant LMPTP-A, OMFP fluorogenic substrate. Low molecular weight phosphotyrosine protein phosphatase (Homo sapiens), P24666. inhibition, % at 20 µM. AID 651560, 2012;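 active = compounds that cut the enzyme signal by at least half of the control window in the single-dose screen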;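 also: plate controls were DMSO wells with enzyme plus substrate for no effect and substrate without enzyme for full effect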
Target sequence (P24666 whole entry, looked up): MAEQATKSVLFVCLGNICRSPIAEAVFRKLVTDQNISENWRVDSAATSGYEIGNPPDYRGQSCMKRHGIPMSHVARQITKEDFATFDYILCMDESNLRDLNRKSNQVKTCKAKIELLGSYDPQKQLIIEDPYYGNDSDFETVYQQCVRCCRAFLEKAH
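Assay system: LMPTP-A, protein tyrosine phosphatase of low molecular weight / Medium: pH 6.0 Bis-Tris buffer with DTT and Triton X-100 / Schedule: 50 min enzyme reaction at room temperature, protected from light / Measured by: endpoint fluorescence intensity from OMFP dephosphorylation / Read-out basis: % inhibition relative to no-enzyme and uninhibited control wells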
NadD block: inhibitors of S. aureus NadD, primary screen, biochemical, colorimetric, uHTS. purified NadD enzyme, colorimetric absorbance read-out. inhibition, % at 20 µM. hit rate 0.78% among 360,000. AID 602399, 2012; in the data active = inhibition above about 26%; also: some compounds past the cut are filed as inactive
NRP1-CendR mod: modulators of CendR peptide binding to NRP-1, primary screen, biochemical, fluorescence polarization, uHTS; Neuropilin-1 (Homo sapiens), O14786; FAM-RPARPAR peptide binding to NRP-1; inhibition, % at 25 µM; hit rate 0.85% among 360,000; AID 602438, 2012;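 active = inhibition or corrected inhibition above about 18%, plus a signal ratio from 0.5 to 1.5, limit read from the data, passing the limit was not always enough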; also: strong numbers were not always called active
Target sequence (O14786 whole entry, looked up): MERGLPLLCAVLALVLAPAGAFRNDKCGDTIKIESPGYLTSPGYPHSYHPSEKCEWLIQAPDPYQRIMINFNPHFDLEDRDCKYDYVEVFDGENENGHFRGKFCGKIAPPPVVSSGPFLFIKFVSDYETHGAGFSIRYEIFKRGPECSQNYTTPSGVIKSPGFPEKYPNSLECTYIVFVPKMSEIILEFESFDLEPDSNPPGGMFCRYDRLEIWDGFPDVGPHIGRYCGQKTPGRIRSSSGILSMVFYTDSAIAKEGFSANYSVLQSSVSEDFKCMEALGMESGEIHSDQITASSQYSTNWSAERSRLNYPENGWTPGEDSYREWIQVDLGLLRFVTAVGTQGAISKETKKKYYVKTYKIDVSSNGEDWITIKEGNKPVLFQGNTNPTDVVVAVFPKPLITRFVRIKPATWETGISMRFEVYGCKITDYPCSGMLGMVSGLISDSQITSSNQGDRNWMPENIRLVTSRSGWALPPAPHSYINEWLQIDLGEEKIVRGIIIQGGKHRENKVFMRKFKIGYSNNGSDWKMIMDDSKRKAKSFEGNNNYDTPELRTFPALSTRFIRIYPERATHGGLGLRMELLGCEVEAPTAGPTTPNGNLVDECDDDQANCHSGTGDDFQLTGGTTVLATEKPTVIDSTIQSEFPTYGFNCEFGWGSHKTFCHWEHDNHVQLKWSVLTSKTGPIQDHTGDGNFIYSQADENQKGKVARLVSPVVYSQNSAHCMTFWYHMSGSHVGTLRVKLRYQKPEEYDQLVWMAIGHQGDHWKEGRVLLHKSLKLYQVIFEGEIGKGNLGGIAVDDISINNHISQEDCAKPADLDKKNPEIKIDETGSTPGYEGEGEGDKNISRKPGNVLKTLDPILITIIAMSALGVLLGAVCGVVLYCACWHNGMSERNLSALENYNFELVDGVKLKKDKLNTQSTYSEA
SKN-1 inh: suppressors of acrylamide-induced Pgst-4::GFP reporter in worms, primary screen, SKN-1 inhibitor project, whole organism, uHTS, GFP/RFP fluorescence ratio, strain VP596. C. elegans VP596 Pgst-4::GFP/RFP ratio, 24 h. inhibition, % at 21.8 µM. hit rate 0.49% among 360,000;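 active = interference check ratio from 0.5 to 1.5 plus GFP to RFP signal ratio inhibition reaching or exceeding a fixed threshold, cut at about 30% in these data, passing the limit was not always enough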; also: some compounds called inactive have numbers as strong as hits
An asterisk follows results filed as active; i = inactive; / = not tested or not shown; + = active, no number.

#1 Cc1c(N2C(=O)c3ccc(F)cc3C2=O)c(=O)n(-c2ccccc2)n1C
#2 COc1cc(NC(=O)CCn2c(=S)[nH]c3ccccc3c2=O)cc(OC)c1OC
#3 COc1ccc(C(=O)Nc2c(Cl)cc(Cl)cc2C(=O)NCCN2CCOCC2)cc1
#4 Cn1ccsc1=NC(=O)c1cc(S(=O)(=O)N2CCOCC2)ccc1Cl
#5 C[C@H]1CN(S(=O)(=O)c2c(F)cccc2F)CCN1S(=O)(=O)c1ccc2c(c1)OCCO2

screen / no.,1,2,3,4,5
Scp-1 inhibitor,2,/,-13,-4,-5
STEP inh,3,0,-2,2,1
DNMT1 inh,4,-8,-4,2,-1
MT1-MMP act inh,-2,5,-5,2,0
SUMO1-SIM PPI,-6,-20,-1,4,1
Rpn11 block,i,+,i,i,i
LMPTP inh,-1.8,18,0.1,0.3,0.1
NadD block,2,1,1,-4,-12
NRP1-CendR mod,-6,-16,20,0,1
SKN-1 inh,-11,17,-10,8,14

#6 O=C(CSc1nc(-c2ccccc2)cs1)NCCCN1CCCC1=O
#7 COc1ccc(C(=O)Nc2ccc(S(=O)(=O)NC(C)C)cc2)cc1
#8 Cn1cc(CCNC(=O)CCc2nnc(CCCCc3ccccc3)o2)cn1
#9 COc1cc(CN2CCc3ccccc3C2)cc([N+](=O)[O-])c1O
#10 O=C(CSc1nnc(C2CC2)n1-c1ccccc1)NCCc1ccc(F)cc1

screen / no.,6,7,8,9,10
Scp-1 inhibitor,-4,-8,1,-6,-12
STEP inh,0,-2,2,0,3
DNMT1 inh,3,0,2,2,-3
MT1-MMP act inh,-6,2,4,3,-2
SUMO1-SIM PPI,-1,8,1,-19,1
Rpn11 block,i,i,i,i,i
LMPTP inh,-1.0,-1.0,0.4,-4.5,-0.1
NadD block,-5,-3,0,-4,0
NRP1-CendR mod,3,1,-3,9,2
SKN-1 inh,0,1,12,9,10

#11 CCOC(=O)C1(CCc2ccccc2)CCN(C(=O)c2occc2C)CC1
#12 O=C(C1CCCN(S(=O)(=O)c2cccc3nsnc23)C1)N1CCc2ccccc21 (stereo not given)
#13 O=C(Cn1nnc(-c2ccc(CN3CCOCC3)cc2)n1)N1CCCc2ccccc21
#14 Cc1cc(C)nc(NS(=O)(=O)c2ccc(NC(=O)CSc3nc(-c4ccccc4)c(C#N)c(=O)[nH]3)cc2)n1
#15 S=c1[nH]nc(Cc2noc3ccccc23)n1-c1ccc(Cl)cc1

screen / no.,11,12,13,14,15
Scp-1 inhibitor,-12,-10,-7,-2,0
STEP inh,2,1,-3,1,-3
DNMT1 inh,-6,-1,2,-3,-2
MT1-MMP act inh,-4,3,4,-2,-5
SUMO1-SIM PPI,0,-24,1,20,0
Rpn11 block,i,i,i,i,i
LMPTP inh,1.3,0.0,0.6,-0.2,-2.3
NadD block,1,-3,2,10,-3
NRP1-CendR mod,-2,-13,-13,-22,-2
SKN-1 inh,-7,-16,-5,1,-3

#16 Cc1ccc(C(=O)NCCc2csc(-c3cccnc3)n2)cc1
#17 CCCCN(CC)C(=O)c1cc2cc3ccc(OC)cc3nc2o1
#18 CCCC(=O)Nc1ccc(S(=O)(=O)Nc2cc(OC)nc(OC)n2)cc1
#19 Cc1c(C(c2cccc(O)c2)c2c(C)n(C)n(-c3ccccc3)c2=O)c(=O)n(-c2ccccc2)n1C
#20 N#Cc1c(SCC(=O)Nc2ccccc2C(F)(F)F)sc2c(O)cc(=O)[nH]c12

screen / no.,16,17,18,19,20
Scp-1 inhibitor,-5,-6,-4,6,23
STEP inh,-4,2,2,-2,6
DNMT1 inh,0,-4,2,1,5
MT1-MMP act inh,0,/,-4,1,-1
SUMO1-SIM PPI,-6,-22,4,3,2
Rpn11 block,i,i,i,i,i
LMPTP inh,-0.2,1.3,-0.9,-0.6,0.8
NadD block,-2,0,-1,7,2
NRP1-CendR mod,-12,3,-5,6,-24
SKN-1 inh,-6,2,-2,3,19

#21 Cc1ccc(S(=O)(=O)N2[C@@H](c3ccc(Cl)cc3)C(C(=O)O)=CC[C@H]2c2cccs2)cc1
#22 COC(=O)[C@H](CCSC)NC(=O)c1cccnc1SC
#23 CCCc1c(-c2cccc(Cl)c2)ncn1Cc1cccc(-c2ccccc2)c1
#24 O=C(O)C1CCN(c2ccc(S(=O)(=O)N3CCC(C(=O)O)CC3)cc2[N+](=O)[O-])CC1
#25 CCOC(=O)C1CCCN(C(=O)Nc2cccc(Cl)c2)C1 (stereo not given)

screen / no.,21,22,23,24,25
Scp-1 inhibitor,-2,-23,/,-7,-4
STEP inh,8,3,/,-2,8
DNMT1 inh,5,1,/,-2,-3
MT1-MMP act inh,-3,1,-7,-3,7
SUMO1-SIM PPI,6,-2,2,-10,0
Rpn11 block,i,i,/,i,i
LMPTP inh,0.8,-1.8,6.6,0.1,0.9
NadD block,1,1,/,-2,-2
NRP1-CendR mod,7,14,5,2,-9
SKN-1 inh,7,5,-7,-7,-7

#26 CCC(C)C(NC(=O)CCC(=O)OCC(=O)[C@@]1(O)CCC2[C@@H]3CCC4=CC(=O)C=C[C@]4(C)C3[C@@H](O)C[C@@]21C)C(=O)O (stereo not given in full)
#27 CCCn1nc(C(=O)Oc2ccc3c(C)cc(=O)oc3c2)c2ccccc2c1=O
#28 C[C@H](NC(=O)c1nc[nH]c1C(=O)N[C@@H](Cc1ccccc1)C(=O)OCc1ccccc1)C(=O)OC(C)(C)C
#29 Cc1ccc(Nc2nc(-c3sc(C)nc3C)cs2)cc1
#30 Cc1cc(C)nc(N(C#N)CCOc2ccccc2)n1

screen / no.,26,27,28,29,30
Scp-1 inhibitor,-8,-3,-11,-2,-4
STEP inh,1,-1,-1,0,-3
DNMT1 inh,-1,3,-15,-10,4
MT1-MMP act inh,-2,-4,-1,-9,2
SUMO1-SIM PPI,2,-1,2,-9,1
Rpn11 block,i,i,i,i,i
LMPTP inh,-0.4,-0.2,4.4,2.0,-1.0
NadD block,1,0,7,-11,-1
NRP1-CendR mod,-4,1,5,11,10
SKN-1 inh,5,-4,-11,6,-6

#31 CCOC(=O)CNC(=O)c1ccc2[nH]c3c(c2c1)CCCC3
#32 Cc1c(Cc2c(C)n(C)n(-c3ccccc3)c2=O)c(=O)n(-c2ccccc2)n1C
#33 COc1ccc(/C=C2\SC(=S)N(CCC(=O)Nc3cccc(C(=O)O)c3)C2=O)cc1
#34 Cc1ccc(S(=O)(=O)NCCNC(=O)c2ccccc2)cc1
#35 CC(=O)Nc1ccc(NC(=O)c2ccc(COc3ccc(C)cc3)o2)cc1

screen / no.,31,32,33,34,35
Scp-1 inhibitor,2,5,61*,4,-2
STEP inh,7,-4,18,-1,1
DNMT1 inh,-14,-1,-2,0,6
MT1-MMP act inh,1,2,4,3,3
SUMO1-SIM PPI,-6,-1,0,0,6
Rpn11 block,i,i,i,i,i
LMPTP inh,-0.4,-1.0,1.4,-1.8,1.7
NadD block,0,4,13,-4,-7
NRP1-CendR mod,3,-12,-46,4,-2
SKN-1 inh,11,4,3,-15,19

#36 CCOc1ccccc1OCCCCOc1ccccc1F
#37 O=C(NCC(=O)N1CCCC(C(F)(F)F)C1)c1ccccc1F (stereo not given)
#38 CCOc1ccc(S(=O)(=O)Nc2ccc(C(=O)NCc3ccncc3)cc2)cc1
#39 CCN(CC)CCNC(=O)c1ccc(NC(=O)/C=C/c2cc(OC)c(OC)c(OC)c2)cc1
#40 COc1ccc(Nc2nc(NN)nc(Nc3ccc(OC)cc3)n2)cc1
#41 CCOc1ccc(S(=O)(=O)NCCC(=O)Nc2ncccc2C)cc1
#42 CCOC(=O)N1CCC(N2Cc3cccc(C(=O)Nc4ccc(S(=O)(=O)N(CC)CC)cc4)c3C2=O)CC1

screen / no.,36,37,38,39,40,41,42
Scp-1 inhibitor,-16,-3,-2,-2,-2,-8,34
STEP inh,0,1,-1,-2,2,-1,2
DNMT1 inh,12,1,-2,1,-3,2,22
MT1-MMP act inh,-2,0,2,4,0,-3,-1
SUMO1-SIM PPI,0,3,0,-10,0,1,-7
Rpn11 block,i,i,i,i,i,i,i
LMPTP inh,0.5,-1.0,-0.3,1.4,-0.8,-0.6,0.6
NadD block,-6,-3,0,-9,13,3,1
NRP1-CendR mod,-2,-16,2,-2,8,2,-20
SKN-1 inh,16,3,-4,3,14,-7,0

4 structures out of the list, ordered by molar mass, lowest first.
#40 COc1ccc(Nc2nc(NN)nc(Nc3ccc(OC)cc3)n2)cc1
#41 CCOc1ccc(S(=O)(=O)NCCC(=O)Nc2ncccc2C)cc1
#38 CCOc1ccc(S(=O)(=O)Nc2ccc(C(=O)NCc3ccncc3)cc2)cc1
#42 CCOC(=O)N1CCC(N2Cc3cccc(C(=O)Nc4ccc(S(=O)(=O)N(CC)CC)cc4)c3C2=O)CC1

screen / no.,40,41,38,42
Scp-1 inhibitor,-2,-8,-2,34
STEP inh,2,-1,-1,2
DNMT1 inh,-3,2,-2,22
MT1-MMP act inh,0,-3,2,-1
SUMO1-SIM PPI,0,1,0,-7
Rpn11 block,i,i,i,i
LMPTP inh,-0.8,-0.6,-0.3,0.6
NadD block,13,3,0,1
NRP1-CendR mod,8,2,2,-20
SKN-1 inh,14,-7,-4,0
